# Screens deposited in PubChem BioAssay by National Center for Advancing Translational Sciences (NCATS).
# APE1 inh: blocks human APE1 abasic DNA cleavage. P27695. recombinant APE1, TAMRA/BHQ-2 abasic DNA cleavage fluorescence. Potency, µM (series often up to 65.8 µM), without a hit: at the top dose activity change, negative = inhibition, most hits filed as inhibitors. actives 0.35% (n = 350,000). AID 2517;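 further: plate controls were vehicle for no effect and reference inhibitor for full effect; nearly all actives have a fitted effect of over 55% in size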
#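 Quantitative HTS: incision of a TAMRA/BHQ-2 double-stranded substrate bearing a tetrahydrofuran abasic site by 0.75 nM APE1 raises fluorescence. Substrate 50 nM final, added after 15 min compound preincubation at room temperature; progress as third-minus-first kinetic read difference.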
# Pol iota inh: DNA polymerase iota (human) inhibition | AID 588590 | Pol iota fluorescent replication assay, 10 min | Potency, µM (series often up to 115 µM), for inactives: at the top dose activity, negative = inhibition, actives largely listed as inhibitors | actives 1% (n = 390,000)
# Target sequence (Q9UNA4 whole entry, looked up): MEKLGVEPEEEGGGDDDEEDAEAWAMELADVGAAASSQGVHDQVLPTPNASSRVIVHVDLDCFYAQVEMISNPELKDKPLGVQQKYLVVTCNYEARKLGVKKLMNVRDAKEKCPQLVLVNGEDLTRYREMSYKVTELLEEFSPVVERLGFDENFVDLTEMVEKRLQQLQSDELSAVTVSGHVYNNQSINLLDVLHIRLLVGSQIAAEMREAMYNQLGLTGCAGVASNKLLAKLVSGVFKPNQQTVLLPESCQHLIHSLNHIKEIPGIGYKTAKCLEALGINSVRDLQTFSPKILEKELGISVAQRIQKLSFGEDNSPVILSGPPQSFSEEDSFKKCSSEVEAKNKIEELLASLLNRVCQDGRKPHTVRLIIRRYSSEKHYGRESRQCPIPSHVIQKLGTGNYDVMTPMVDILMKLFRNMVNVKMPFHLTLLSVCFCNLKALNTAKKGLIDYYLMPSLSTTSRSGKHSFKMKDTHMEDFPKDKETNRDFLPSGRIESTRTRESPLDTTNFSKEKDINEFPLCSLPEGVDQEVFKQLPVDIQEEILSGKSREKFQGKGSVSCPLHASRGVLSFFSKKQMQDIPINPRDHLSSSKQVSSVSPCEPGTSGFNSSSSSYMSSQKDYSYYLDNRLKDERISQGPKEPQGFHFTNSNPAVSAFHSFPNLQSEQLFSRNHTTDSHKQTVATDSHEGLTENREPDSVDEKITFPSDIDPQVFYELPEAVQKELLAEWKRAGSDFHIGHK
#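 Fluorescent replication assay read twice, at 0 min and 10 min after adding 50 nM (final) substrate. Enzyme (10 nM) and compounds were first incubated 15 min at room temperature; enzyme-free buffer wells were negative controls.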
# POLK inh: blocks human DNA polymerase kappa activity. Q9UBT6. purified Pol kappa, fluorescent DNA synthesis assay, 10 min. Potency, µM (top dose mostly 107 µM), without a hit: at the top dose activity, negative = inhibition, actives largely listed as inhibitors. actives 0.53% (n = 400,000). AID 588579; further: on the % scale 0 is the no-effect control and ±100 the full control effect
#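 Inhibition of 10 nM Pol kappa is measured by a fluorescent read-out at 0 and 10 min following addition of 50 nM substrate (final), with a 15-min room-temperature compound preincubation.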
# BAZ2B inh: blocks human BAZ2B | Potency, µM (titrated, usually from 114 µM), inactives show at the highest dose activity change, negative = inhibition, hits mostly inhibitors | actives 4.4% (n = 360,000) | AlphaScreen BAZ2B-H3K14Ac peptide displacement | Q9UIF8; further: on the % scale 0 is the no-effect control and ±100 the full control effect; nearly all actives have a fitted effect of over 60% in size
#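 BAZ2B 50 nM plus b-H3(5-23)K14Ac 50 nM, PBS pH 7.4/0.01% Tween-20, 30 min RT; compound added (max 110 uM), 30 min RT; streptavidin donor/Ni-chelate acceptor beads 10 ug/mL final, 20 min dark; AlphaScreen read.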
# POLH inh: blocks human DNA polymerase eta activity | Q9Y253 | recombinant Pol eta, fluorescent DNA replication assay | Potency, µM (top dose mostly 114 µM), without a hit: at the highest dose activity change, negative = inhibition, usual class: inhibitors | actives 1.2% (n = 390,000) | AID 588591; further: on the % scale 0 is the no-effect control and ±100 the full control effect
#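 Pol eta (10 nM) was preincubated with compounds for 15 min at room temperature, after which fluorescent replication substrate (50 nM final) was added to start the reaction. Fluorescence was read kinetically at 0 and 10 min.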
# Anesthetic bind: candidate novel general anesthetic via apoferritin binding. Potency, µM (titrated, usually from 77.5 µM), inactives show top-dose activity change, negative = displacement, most hits filed as inhibitors. P02791. actives 0.074% (n = 350,000). apoferritin/1-aminoanthracene competitive binding, fluorescence; further: on the % scale 0 is the no-effect control and ±100 the full control effect; nearly all actives have a fitted effect of over 20% in size
#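 Concentration-response curves derived by four-parameter Hill fitting of normalized fluorescence, where compounds displaced 1-AMA from 10 uM horse apoferritin following a brief 10 min room-temperature incubation; propofol titration acted as positive control.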
# BLM inh: Bloom syndrome helicase (human) inhibition. Potency, µM (highest dose often 56.1 µM), for the others: at the top dose activity change, negative = inhibition, hits mostly inhibitors. AID 2528. recombinant BLM DNA unwinding, fluorescence dequenching. P54132. actives 0.2% (n = 350,000);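 further: plate controls were vehicle for no effect and no enzyme for full effect; nearly all actives have a fitted effect of over 35% in size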
# G9a block: G9a (human) methyltransferase inhibition; Q96KQ7; G9a H3K9 monomethylation, AlphaScreen, 2 h; Potency, µM (titrated, usually from 102 µM), without a hit: at the top dose activity, negative = inhibition, most hits filed as inhibitors; actives 8.8% (n = 350,000); AID 504332; further: on the % scale 0 is the no-effect control and ±100 the full control effect; nearly all actives have a fitted effect of over 75% in size
# Target sequence (Q96KQ7 913-1193 limits assumed): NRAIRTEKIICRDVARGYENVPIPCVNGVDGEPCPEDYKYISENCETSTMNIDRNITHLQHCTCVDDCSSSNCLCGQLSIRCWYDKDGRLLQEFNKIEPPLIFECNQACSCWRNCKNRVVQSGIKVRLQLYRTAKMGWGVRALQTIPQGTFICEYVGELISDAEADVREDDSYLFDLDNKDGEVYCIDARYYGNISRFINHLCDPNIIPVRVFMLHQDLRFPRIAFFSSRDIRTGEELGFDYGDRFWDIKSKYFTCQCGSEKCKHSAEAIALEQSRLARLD
#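 Enzyme 20 nM + cpd, 15 min RT; add b-H3K9 pep 500 nM / SAM 20 uM; 2 h RT; anti-H3K9me1 Ab 0.5 ug/mL + SA donor / anti-rabbit acceptor beads 20 ug/mL each, 10 min; AlphaScreen read.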
# POLB inh: blocks human DNA polymerase beta activity. P06746. Pol beta primer extension/strand displacement, fluorescence kinetic. Potency, µM (doses to about 114 µM), without a hit: at the top dose activity change, negative = inhibition, most hits filed as inhibitors. actives 1.3% (n = 340,000). AID 485314; further: on the % scale 0 is the no-effect control and ±100 the full control effect
#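 Values derive from four-parameter Hill fits of normalized kinetic data: reads at 0 and 10 min following addition of 50 nM substrate to 10 nM Pol beta preincubated 15 min with compound.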
# The depositor's hits bear a star; ? = inconclusive; / = not tested or not shown; & = joins results of further samples; [ ] = dose if it differs, or a comment. The call rests on the fitted dose curve; in most records, active means well fitted curve in the direction sought with a large enough effect; inconclusive means small, poorly fitted or top-dose-only effect, or another doubt; inactive means no such curve, though single readings can be large; an effect the other way counts as inactive or inconclusive. Potency means the concentration at half of the fitted maximal effect. A portion of the library; count on the stated rates, not on these rows.
mol	APE1 inh	Pol iota inh	POLK inh	BAZ2B inh	POLH inh	Anesthetic bind	BLM inh	G9a block	POLB inh
O=S(=O)(NC1CCCCC1Nc1ccc(Cl)cc1)c1ccccc1 (stereo not drawn)	-5%	8%	-14%	-31%	?	0%	-10%	16%[59 µM]	-10%
CCOC(=O)c1cccc(NC(=O)c2cc3cc4ccc(C)cc4nc3o2)c1	/	0%	9%	/	-7%	-5%	-2%	15%[59 µM]	13%
O=C1C2C3C=CC(CNS(=O)(=O)c4ccccc4[N+](=O)[O-])(O3)C2C(=O)N1c1ccccc1 (stereo not drawn)	?	52%[activator]	-12%	-18%	-13%	-21%	0%	4.5µM*	5%
C[C@@H]1C[C@H]2[C@H]3C[C@@H](F)C4=CC(=O)C=C[C@]4(C)[C@@]3(Cl)[C@@H](O)C[C@@]2(C)[C@@H]1C(=O)COC(=O)C(C)(C)C	/	/	4%[19.4 µM]	/	/	-17%[29.3 µM]	0%	1%[12.7 µM]	/
Cn1cnnc1Sc1nc2c(c(=O)n(C)c(=O)n2C)n1Cc1ccccc1Cl	5%	9%	-1%	7%	-10%	-4%	4%	?	-29%
COc1ccc(-c2csc3ncnc(N4CCN(Cc5ccccc5)CC4)c23)cc1	28%	15%	-5%	?	-4%	-16%	-8%	-17%	-12%
N#Cc1nc(COc2cccc(Cl)c2)oc1NCCN1CCOCC1	-2%	153%[activator]	1%	-26%	-8%	-12%	0%	-28%	-3%
COc1ccc2c(c1)C(c1ccccc1OC)CC(=O)O2 (stereo not drawn)	-5%	/	40µM*	/	/	-5%[110 µM]	1%[75.6 µM]	35µM*	/
Cn1cc(C(=O)NCc2ccc(Cl)cc2)c(=O)c2cc(S(=O)(=O)N3CCOCC3)ccc21	48%	28%	0%	-3%[57.1 µM]	-1%	2%	-3%	21%	-16%
Cc1cnn(C(=S)NCc2ccco2)c1	-1%	?	?	-4%	?	4%	?	?	?
CCCCC(NC(=O)CCc1c(C)c2cc3c4c(oc3c(C)c2oc1=O)CCCC4)C(=O)O (stereo not drawn)	45%	13%	-21%	-15%	4%	-2%	-2%	-1%	-1%
CCOC(=O)N1CCN(CC(O)COCc2ccc(OC)c(OC)c2)CC1 (stereo not drawn)	-2%	-16%	-3%	6%	-19%	5%	-2%	-9%[59 µM]	14%
O=C(Nc1cccn(Cc2c(Cl)cccc2Cl)c1=O)C1CC1	4%	4%	6%	?	-15%	-6%	-6%	-7%	40%
CCOC(=O)C1CCN(S(=O)(=O)c2ccc(C)c(C(=O)NC3CCCCC3)c2)CC1	2%	2%	-5%	0%	-9%	-7%	-1%	52%[activator]	24%
C1CCC2(CC1)OCC1(CO2)COC2(CCCCC2)OC1	8%	11%	-20%	0%	5%	-8%	2%	6%[59 µM]	40%
c1coc(-c2nc3nc4ccccc4nc3n2-c2ccc3c(c2)OCCO3)c1	-2%	2%	-21%	-8%	1%	-13%	-3%	9%[2.33 µM]	-1%

# Reprinted from the entries so far, 3 compounds:
mol	APE1 inh	Pol iota inh	POLK inh	BAZ2B inh	POLH inh	Anesthetic bind	BLM inh	G9a block	POLB inh
CCOC(=O)C1CCN(S(=O)(=O)c2ccc(C)c(C(=O)NC3CCCCC3)c2)CC1	2%	2%	-5%	0%	-9%	-7%	-1%	52%[activator]	24%
C1CCC2(CC1)OCC1(CO2)COC2(CCCCC2)OC1	8%	11%	-20%	0%	5%	-8%	2%	6%[59 µM]	40%
c1coc(-c2nc3nc4ccccc4nc3n2-c2ccc3c(c2)OCCO3)c1	-2%	2%	-21%	-8%	1%	-13%	-3%	9%[2.33 µM]	-1%

# Other results.
mol	APE1 inh	Pol iota inh	POLK inh	BAZ2B inh	POLH inh	Anesthetic bind	BLM inh	G9a block	POLB inh
CC(=O)N1CCN(C(=O)c2ccc3oc(CCCc4ccccc4)nc3c2)CC1	52%[activator]	-2%	11%	-14%	-6%	-8%	-1%	6%[59 µM]	16%
Cc1ccc(C)c(OCc2cc(C(=O)N3CCOCC3)no2)c1	49%[activator]	?	-9%	-2%	2%	-11%	-1%	27%	50%
CCc1cccc(N(C(=O)c2csnn2)C(C(=O)NC(C)(C)C)c2ccccn2)c1 (stereo not drawn)	0%	74%[activator]	-7%	-38%	11%	-11%	-4%	31%	8%
Cc1ccc(NC(=O)Nc2ccc3oc(C)nc3c2)cc1	-8%	12%	-16%	17%	5%	-23%	-1%	-1%[12.7 µM]	-21%
CC(NC(=O)C1CCN(S(=O)(=O)c2ccc3c(c2)oc(=O)n3C)CC1)c1ccccc1 (stereo not drawn)	/	-3%	-9%	-3%	-1%	6%	-3%	-3%[59 µM]	0%
COC(=O)C1CCN(Cc2cc(=O)oc3cc(C)c(Cl)cc23)CC1	12%	55%[activator]	-5%	7%	-19%	-12%	-3%	20%[2.33 µM]	-4%
COc1ccc(OC)c(NC(=O)Cn2c(CCC(=O)O)ccc2-c2ccccc2)c1	-10%	9%&4%	13%&-17%	?	-14%&-7%	-17%&-5%	-2%&3%	-1%&4%[59 µM]	?
CCOC(=O)Cc1csc(NC(=O)c2c(O)c3c(n(CC(C)C)c2=O)CCCC3)n1	-5%	-9%	4%	-2%	-19%	-14%	-18%	56%[activator][59 µM]	19%
CCOC(=O)C1=C(C)OC(N)=C(C#N)C1c1cccs1 (stereo not drawn)	20%	2%	-1%	-16%	-1%	-2%	-9%	-47%	0%
O=C(Nc1nnc(-c2ccncc2)s1)C1CCCO1 (stereo not drawn)	2%	-2%	-2%	-29%	?	0%	1%	?	-10%
Cc1occc1C(=O)Nc1nccs1	-5%	?	-4%	-10%	5%	-5%	-5%	2%[59 µM]	31%
Cc1ccc(C(=O)N/C(=C\c2cn(S(=O)(=O)N(C)C)c3ccccc23)C(=O)NCCCn2ccnc2)cc1	5%	4%&26%	11%&4%	?	-15%&-12%	-12%&-17%	-2%&1%	-6%	1%&38%
CC1=NN(c2ccc(F)cc2)C(=O)C1C(c1cccc(O)c1)c1c(C)[nH]n(-c2ccc(F)cc2)c1=O (stereo not drawn)	-5%	-91%	-1%	-32%[57.1 µM]	-15%	-11%	-3%	?	-3%
CNC(=O)C(=O)NCC1OCCCN1S(=O)(=O)c1ccc2c(c1)OCCO2 (stereo not drawn)	42%	162%[activator]	-13%	-16%	?	-7%	-4%	18%	-4%
Cc1cc(C(=O)CSc2nnc(-c3ccco3)o2)c(C)n1Cc1ccco1	?	?	-20%	?	?	?	-19%	-39%[12.7 µM]	45µM*
Nc1nc(COC(=O)C2CC(=O)N(Cc3ccccc3)C2)nc(Nc2ccccc2)n1 (stereo not drawn)	-4%	-25%	4%	48%[activator]	-5%	/	/	4%[12.7 µM]	/
Cc1ccccc1OCCNC(=O)/C=C/c1ccc([N+](=O)[O-])cc1	0%	132%[activator]	-11%	-35%	-10%	0%	-4%	-8%[59 µM]	31%
O=C(CCNS(=O)(=O)c1ccc(Br)cc1)N1CCCCCCC1	12%	22%	-11%	10%	-5%	/	/	0%	/
Clc1ccccc1-c1nc(/C=N/N2CCOCC2)c2ccccn12	-9%	217%[activator]	-3%	/	-8%	-6%	-4%	28µM*	21%
COc1ccc(CNC(=O)C2CCC(CNS(=O)(=O)c3cccc4cccnc34)CC2)cc1 (stereo not drawn)	-25%	16%	0%	-20%	0%	?	-2%	/	-2%
CCN(CC)CCC/C(=N\O)C(O)(c1ccccc1)c1ccccc1	1%	-18%	-5%	-33%	-10%	-3%	-2%	?	0%
COCCNC(=O)c1cnn2c(C(F)(F)F)cc(-c3ccc4c(c3)OCO4)nc12	0%	-3%	1%	5%	-9%	-2%	-1%	-7%[59 µM]	?
COc1cc(OC)nc(NC(=O)CCl)n1	-2%	-4%	-11%	-6%	0%	-10%	-4%	-4%[59 µM]	3%
O=C(O)CCc1cccnc1	2%	14%&6%	2%&-3%	3%	-3%	4%	-3%	6%[12.7 µM]	40%
Cc1ccc(-n2nnc3c(SCC(=O)NCC4CCCO4)ncnc32)cc1 (stereo not drawn)	0%	-2%	-11%	0%	-3%	-7%	1%	4%[12.7 µM]	4%
CCCCc1ccc(NC(=S)N2CCC(O)CC2)cc1	-1%	30%	-7%	-23%	-9%	-17%	-2%	4%	-12%
COC(=O)c1ccc(NC(=O)CSC2=NCCN2)cc1	6%	9%	-15%	-6%	-7%	-2%	4%	8%[59 µM]	-2%
CC(C(=O)N1CCc2ccccc21)N1CCN(S(=O)(=O)c2cccs2)CC1 (stereo not drawn)	27%	6%	-13%	-3%	-17%	/	/	-6%[12.7 µM]	/
CCOC(=O)c1c(C)[nH]c(C)c1S(=O)(=O)N(C)CC(=O)Nc1ccccc1F	2%	50µM*	45µM*	-31%	-9%	0%	-4%	19%	-1%
CCCCOc1ccc(C(=O)NNC(=O)c2cnccn2)cc1OC	20%	34%[activator]	-11%	/	-8%	/	/	/	/
CCc1cc2ccc(OC)cc2nc1SCC(=O)NNC(C)=O	9%	142%[activator]	2%	-14%	-9%	-10%	3%	-5%	6%
COCCn1c(=O)c(-c2ccc(F)cc2)nc2cnc(Nc3cccc(OC)c3)nc21	8%	/	-1%[60.1 µM]	/	/	/	1%	7%[0.501 µM]	/
CN(C)C=Nc1ncc2c3ccccc3n(CCN(C)C)c2c1C#N	-4%	-21%	?	2%	-8%	-18%	97%[activator]	?	?
Cc1cc(OCC(=O)Nc2ccc(C(=O)OC3CCCCC3)cc2)ccc1Cl	/	-13%	-8%	1%	/	1%	-2%	-1%[59 µM]	25%
CCOC(=O)c1nc(-c2ccccc2)oc1N1CCOCC1	1%	12%	-5%	-10%	-14%	2%	-4%	-7%	24%
CCn1c(CN2CCC(C)CC2)nc2cc(NC(=O)c3ccccc3[N+](=O)[O-])ccc21	/	10%	0%	-28%	/	-7%	-7%	-21%[59 µM]	3%
O=C(CN(Cc1ccccc1Cl)C(=O)CNS(=O)(=O)c1ccccc1)NCC1CCCO1 (stereo not drawn)	6%	104%[activator]	0%	5%	5%	3%	-3%	-7%	42%
